STAT3 act: STAT3 signaling activation | U3A cells, IL-6 STAT3-luciferase reporter, luminescence; 100% = signal with IL-6 EC80 alone | 190,000 compounds, 0.91% hits | AID 871 | activation (% of control), % at 5.6 µM;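 active means activation above the screen-wide mean of compound activation plus 3 SD, cut at about 130% in these data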;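 further: 0% = background luminescence of wells with medium and substrate only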
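Material: STAT3-luciferase reporter U3A cells. Controls: IL-6-treated wells, 100% activation. Read-out: % activation versus median of IL-6-stimulated wells. Probe or stimulus: IL-6 stimulus at 33 ng/mL final. Timing: compound 1 h, then IL-6 6 h at 37 °C. Signal: reporter luminescence signal.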
STAT3 inh: reduces IL-6 driven STAT3 reporter signal | U3A cells, IL-6 STAT3-luciferase reporter, luminescence; host cell line lacks STAT1 | inhibition, % at 5.5 µM | 190,000 compounds, 0.89% hits | AID 862;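 active means inhibition above the mean inhibition across all screened compounds plus 3 SD, cut at about 44% in these data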;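 further: 0% = DMSO only wells and 100% = 100 µM nifuroxazide control wells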
STAT1 activator: increases IFN-gamma driven STAT1 reporter signal. 200,000 compounds, 2.6% hits. activation (% of control), % at 5.5 µM. NIH 3T3 STAT1-luciferase reporter, luminescence; 100% = IFN-gamma alone, no compound. AID 932;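 active means activation above the screen-wide mean activation plus 3 SD, cut at about 130% in these data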;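 further: raw ratio to IFN-gamma control signal so 100% means no change and 0% no light; values of inactives mirror those of a sister screen read the other way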
TLR4 MyD88 comp: TLR4-MyD88 interaction inhibition in cells. HeLa CL3-4 TLR4/MyD88 BLA complementation, FRET ratio. inhibition, % at 8.4 µM. 200,000 compounds, 0.18% hits; in the data active means inhibition above about 25%;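 further: 0% = vehicle and 100% = reference inhibitor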
Target sequence (O00206 whole entry, looked up): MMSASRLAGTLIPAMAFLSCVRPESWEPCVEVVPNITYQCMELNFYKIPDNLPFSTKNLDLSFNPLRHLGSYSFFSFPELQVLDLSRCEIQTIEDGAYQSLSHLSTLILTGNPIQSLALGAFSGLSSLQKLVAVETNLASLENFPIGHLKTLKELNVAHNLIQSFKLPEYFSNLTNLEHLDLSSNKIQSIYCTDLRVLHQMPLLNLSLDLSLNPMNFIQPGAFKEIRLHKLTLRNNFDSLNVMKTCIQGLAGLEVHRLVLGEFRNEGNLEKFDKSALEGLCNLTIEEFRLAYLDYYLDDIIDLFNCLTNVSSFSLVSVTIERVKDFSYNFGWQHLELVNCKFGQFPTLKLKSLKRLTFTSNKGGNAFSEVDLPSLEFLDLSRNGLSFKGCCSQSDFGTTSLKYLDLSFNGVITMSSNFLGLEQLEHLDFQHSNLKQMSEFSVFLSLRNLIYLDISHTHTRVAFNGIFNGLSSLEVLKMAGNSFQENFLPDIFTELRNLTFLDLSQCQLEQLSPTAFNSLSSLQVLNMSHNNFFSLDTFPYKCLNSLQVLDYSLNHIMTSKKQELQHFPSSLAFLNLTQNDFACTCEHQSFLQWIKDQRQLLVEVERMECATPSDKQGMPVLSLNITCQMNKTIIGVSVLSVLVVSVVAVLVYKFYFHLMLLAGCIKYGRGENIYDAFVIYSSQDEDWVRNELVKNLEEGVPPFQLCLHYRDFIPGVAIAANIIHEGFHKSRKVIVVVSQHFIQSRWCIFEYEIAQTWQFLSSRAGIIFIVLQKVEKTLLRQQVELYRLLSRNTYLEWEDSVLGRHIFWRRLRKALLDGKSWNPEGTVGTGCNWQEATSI
Target sequence (Q99836 whole entry, looked up): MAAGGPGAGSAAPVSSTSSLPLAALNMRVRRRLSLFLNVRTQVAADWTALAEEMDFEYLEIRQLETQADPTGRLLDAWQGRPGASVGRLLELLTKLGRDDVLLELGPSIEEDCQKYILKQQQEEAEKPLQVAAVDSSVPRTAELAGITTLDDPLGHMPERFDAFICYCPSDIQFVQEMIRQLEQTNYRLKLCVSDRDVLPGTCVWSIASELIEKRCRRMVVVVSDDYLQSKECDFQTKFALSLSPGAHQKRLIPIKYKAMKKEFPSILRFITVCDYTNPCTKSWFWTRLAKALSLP
DTT redox prof: compounds producing H2O2 with reducing agent – biochemical, NIH compound library profiling, artefact control for MLSCN library redox annotation, primary screen | DTT-dependent redox cycling H2O2, phenol red/HRP absorbance; 100% = 100 µM peroxide control, 0% = buffer | activation, % at 10 µM | 200,000 compounds, 0.03% hits;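 active means activation of at least 50% relative to the plate's high and low controls in the primary single-dose screen; inactive means activation below 50%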;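 further: compound incubated with DTT at 0.8 mM final as the reducing agent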
STAT1 blocker: inhibitors of IFN-gamma induced STAT1 signaling | NIH 3T3 STAT1-luciferase reporter, luminescence | inhibition, % at 5.5 µM | 200,000 compounds, 0.35% hits | AID 920;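 active means inhibition above a set limit, the mean inhibition across all tested compounds plus 3 SD, cut at about 34% in these data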;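 further: 0% = IFN-gamma with DMSO and 100% = IFN-gamma with 300 µM nifuroxazide; values of inactives mirror those of a sister screen read the other way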
NF-kB expr up: NF-kB expression increase, human neuronal cells | NF-kB reporter expression; stronger effect = higher value | fold change at 12.5 µM | 190,000 compounds, 1.6% hits; in the data active means fold change above about 3.3
APP 5'UTR act: activates APP 5'UTR luciferase reporter | SH-SY5Y APP 5'UTR luciferase reporter, luminescence; zero percent = DMSO vehicle wells | activation, % at 2 µM | 190,000 compounds, 1% hits;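 active means activation above a set limit, based on mean plus 3 SD of controls, cut at about 140% in these data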; further: values of inactives mirror those of a sister screen read the other way
Hsp70 act: switches on Hsp70 transcription; AID 1203; HeLa Hsp70 promoter luciferase reporter, luminescence; scaled: vehicle 0, proteasome-inhibitor control 100%; activation, % at 10 µM; 200,000 compounds, 0.04% hits;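 active means activation above the mean across all tested compounds plus 3 SD, cutoff set per campaign, cut at about 5.5% in these data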;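 further: 100% = MG132 at 30 µM as the positive control and 0% = DMSO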
Efa HMGR inh: E. faecalis class II HMG-CoA reductase inhibition | 190,000 compounds, 0.41% hits | inhibition, % at 10 µM | purified E. faecalis HMGR, NADPH absorbance 340 nm kinetic;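 active means inhibition above a set limit, the median over all tested compounds plus 3 SD, cut at about 9.5% in these data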;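 further: enzyme runs in reverse so mevalonate oxidation gives rising NADPH absorbance; 0% = complete reaction with DMSO and 100% = background rate lacking mevalonate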
Starred values were filed as active, the others as inactive; x = no result given.

SMILES	STAT3 act	STAT3 inh	STAT1 activator	TLR4 MyD88 comp	DTT redox prof	STAT1 blocker	NF-kB expr up	APP 5'UTR act	Hsp70 act	Efa HMGR inh
CC1(C)C(=O)OC(c2cccs2)C(C)(C)C1=O (configuration not stated)	97	6	100	0	1.8	0	1.2	-7	0.1	-4
Cc1ccc(N(C(=O)CS(=O)CC(=O)Nc2ccc(F)cc2)C(C(=O)NC2CCCCC2)c2ccco2)cc1 (configuration not stated)	104	-1	104	-9	0.4	-4	0.98	-2	-0.5	-1
CC(C)(C)NC(=O)NC(=O)CN1CCN(c2ccc(O)cc2)CC1	101	4	82	-9	3.7	19	1.3	15	-0.3	-2
COc1cccc(CNC(=O)C2CCN(S(=O)(=O)N3CCCCC3)CC2)c1	102	2	97	7	1.5	4	1	27	1.6	-1
O=C(C1CC1)N1CCC(c2nc(-c3ccc(S(=O)(=O)N4CCCC4)cc3)no2)CC1	100	6	104	0	0.5	-5	0.93	5	-0.5	2
COCCOCC(O)CN1CCN(c2ccccc2)CC1 (configuration not stated)	97	7	96	-9	-1.6	4	1.5	-15	-0.2	-9
COc1ccc(-c2nc3ncccn3c2Br)cc1	88	24	123	-4	1.0	-27	1.8	43	0.2	-5
OCCC1CN(Cc2ccc3c(c2)CCO3)CCN1C1CCCC1 (configuration not stated)	106	-4	96	-7	-1.6	2	1.1	-4	-0.2	-2
CC(NC(=O)C1CCCN(S(=O)(=O)c2cnc[nH]2)C1)c1ccccc1 (configuration not stated)	102	3	100	-3	-1.9	0	1.2	10	-0.3	-9
Cc1cc2c(c(=O)n1Cc1cccnc1)C(c1ccc(F)cc1)C(C#N)=C(N)O2 (configuration not stated)	98	5	95	-6	-0.8	6	0.77	30	-0.3	-5
Cc1ccc2[nH]c(=O)c(CN(CC3CCCO3)C(=S)NCc3ccco3)cc2c1 (configuration not stated)	100	-1	91	-14	-0.7	11	1.3	4	-0.3	1
CCOC(=O)c1ccc(Oc2nc(NC)nc(OC)n2)cc1	100	4	98	7	1.1	4	0.97	14	-0.3	-1
Cc1ccc(C(=O)OCC(=O)c2cc(C)n(CC3CCCO3)c2C)cc1 (configuration not stated)	105	-1	140*	-11	0.2	-48	1.1	101	0.1	5
O=C(NCCc1ccccc1Cl)C1CCN(S(=O)(=O)c2cccs2)CC1	109	-10	99	3	0.2	1	1.3	-1	-0.2	3
O=C(OCn1nnc2ccccc2c1=O)c1ccc(N2CCOCC2)c([N+](=O)[O-])c1	104	-2	103	-4	-0.1	-3	1.1	5	-0.2	-1
CC(C)c1ccc(/C=C/C(=O)N2CCc3ccccc3C2)cc1	100	-1	102	8	0.4	-3	1.3	-9	-0.3	-3
COc1ccc(C(=O)N/C(=C\c2ccc3c(c2)OCO3)C(=O)Nc2ccc(C(=O)O)cc2)cc1	99	3	106	-8	-0.9	-8	1.1	14	-0.2	0
Cc1c(C(=O)N2CCC(C)CC2)cccc1[N+](=O)[O-]	108	-5	100	-2	-0.3	-1	1.1	-4	-0.2	4
CCOC(=O)C1CCCN(C(=O)COc2ccccc2F)C1 (configuration not stated)	95	7	95	-5	-0.4	5	0.92	2	-0.3	4
Cc1cc(S(=O)(=O)N2CC(=O)N(CCc3ccccc3)C(=O)C2)ccc1F	97	7	95	0	2.7	5	1.3	-13	-0.4	-3

Already shown: entries from further up.
SMILES	STAT3 act	STAT3 inh	STAT1 activator	TLR4 MyD88 comp	DTT redox prof	STAT1 blocker	NF-kB expr up	APP 5'UTR act	Hsp70 act	Efa HMGR inh
CC1(C)C(=O)OC(c2cccs2)C(C)(C)C1=O (configuration not stated)	97	6	100	0	1.8	0	1.2	-7	0.1	-4
Cc1ccc(N(C(=O)CS(=O)CC(=O)Nc2ccc(F)cc2)C(C(=O)NC2CCCCC2)c2ccco2)cc1 (configuration not stated)	104	-1	104	-9	0.4	-4	0.98	-2	-0.5	-1
CC(C)(C)NC(=O)NC(=O)CN1CCN(c2ccc(O)cc2)CC1	101	4	82	-9	3.7	19	1.3	15	-0.3	-2
COc1cccc(CNC(=O)C2CCN(S(=O)(=O)N3CCCCC3)CC2)c1	102	2	97	7	1.5	4	1	27	1.6	-1

Remaining list, next part
SMILES	STAT3 act	STAT3 inh	STAT1 activator	TLR4 MyD88 comp	DTT redox prof	STAT1 blocker	NF-kB expr up	APP 5'UTR act	Hsp70 act	Efa HMGR inh
CCNc1nc(NCC)n2c(SCC(=O)O)nnc2n1	108	-7	99	3	1.7	1	1.1	-7	-0.3	-2
O=c1cc(CN2CC(O)Cc3ccc4ccccc4c32)nc2sccn12 (configuration not stated)	106	1	93	-1	-0.1	6	0.93	-6	-0.2	2
COc1ccc(OCCOc2ccccc2[N+](=O)[O-])cc1	95	5	108	0	-0.6	-9	2	25	-0.2	-2
O=C(Cn1cnc([N+](=O)[O-])n1)N/N=C/c1cccc2ccccc12	96	5	90	6	0.5	11	0.88	-2	0.0	-1
S=C1NC2(CCCCC2)N=C1c1ccccc1	104	-8	102	-8	-0.3	0	1.1	14	-0.2	-2
COc1cc(/C=N/NC(=O)c2cn(-c3cccc(C)n3)cn2)ccc1O	95	8	104	-4	-0.9	-5	0.73	-11	0.2	-8
CCOC(=O)c1ccc(NC=C2C(=O)OC3(CCCCC3)OC2=O)cc1	109	-5	102	-1	1.7	-2	0.94	8	-0.1	0
O=C(CCS(=O)(=O)Cc1ccc(Cl)cc1)NCCCN1CCN(c2ccccc2F)CC1	87	16	101	6	0.1	-2	0.96	0	-0.3	-5
CCCNC(=O)CN1C(=O)NC(Cc2c[nH]c3ccccc23)C1=O (configuration not stated)	108	-6	99	11	-1.6	0	1.2	-12	-0.5	-3
CC1=C(C(=O)Nc2cccnc2)C(c2ccncc2)n2nnnc2N1 (configuration not stated)	105	-3	102	-8	2.0	-2	1.3	-14	-0.2	1
CCC1SC(N)=NC1=O (configuration not stated)	104	-2	108	14	0.0	-9	0.98	-2	-0.2	1
CCN(c1ccccc1)S(=O)(=O)c1cc(C(=O)Nc2ccccc2Cl)ccc1F	96	7	108	0	0.2	-9	1.1	0	-0.3	-4
COc1ccc(-c2ccc(-c3nnc(Cc4ccc(OC)c(OC)c4)o3)cc2)cc1	89	17	96	17	0.8	4	1.1	-6	-0.5	-9
COc1ccccc1Nc1nc(N)nc(CSCCO)n1	100	4	99	0	2.5	1	1.2	7	0.1	-5
CCOC(=O)c1c(C)c2c(n1C)CCC/C2=N\O	96	14	103	0	10	-4	1.2	18	-0.4	0
NC(=O)c1cnn2c1NC(c1ccc(F)cc1)CC2C(F)(F)F (configuration not stated)	105	-1	108	-3	-1.3	-7	1.3	-18	0.0	-2
O=C(COc1ccccc1)NNC1=NS(=O)(=O)c2ccccc21	100	3	110	3	-1.1	-11	1.1	10	0.1	-2
O=C(COc1cccc2cccnc12)Nc1nccs1	94	14	122	2	1.8	-24	1.9	46	0.3	3
Cc1ccc(S(=O)(=O)Oc2ccc(N3C(=O)C4C5CCC(C5)C4C3=O)cc2)cc1 (configuration not stated)	94	18	88	-6	-0.6	13	1.3	5	-0.4	2
CCCSc1nc2c(c(=O)n(C)c(=O)n2C)n1Cc1ccc(C)cc1	93	9	89	-19	-3.7	12	0.8	-9	0.3	-7
O=C(Nc1nc2ccccc2s1)c1ccc(F)cc1	70	38	107	6	0.4	-9	9*	173*	0.1	-8
O=C(c1noc2c1CCCC2)N1CCN(C(c2ccccc2)c2ccccc2)CC1	97	10	98	-7	0.2	1	0.95	-8	-0.2	-10
Brc1ccccc1OCCOCCOc1cccc2cccnc12	94	13	102	-6	-12	-2	0.92	8	-0.4	x
COc1ccc(CCNC(=O)c2[nH]c(C)c(C(C)=O)c2C)cc1OC	93	11	99	1	0.3	1	1.1	-1	-0.2	4
CCOc1ccc(C(=O)Nc2nc(C)cc(C)n2)cc1[N+](=O)[O-]	96	4	96	-9	-0.6	4	1.2	-1	-0.3	-1
COc1ccc(OCCn2cncn2)cc1	104	-1	99	0	1.5	1	1.2	21	-0.3	1
CCS(=O)(=O)N1Cc2ccccc2CC1C(=O)Nc1nc2c(C)cccc2s1 (configuration not stated)	106	-4	104	2	-0.5	-4	0.95	11	-0.5	-3
C/C(=N\NC(=O)C(N)=O)c1ccc(NC(=O)c2cccs2)cc1	91	15	137*	-2	-1.9	-40	1.7	56	-0.3	-2
CC(C)N(Cc1cn[nH]c1-c1ccc(-c2ccccc2)cc1)Cc1nccn1C	104	1	104	-2	0.4	-4	0.87	-13	-0.3	-1
Cc1ccc(S(=O)(=O)Nc2ccccc2CNc2ccc(Br)cn2)cc1	102	-5	98	1	-0.4	5	1.2	3	-0.5	-4
CC1=NN(c2ccccc2)C(=O)C1C(=O)c1ccc(Cl)cc1 (configuration not stated)	106	-7	101	0	-6.8	-1	1.3	24	0.1	-5
O=C1CC(c2ccccc2)CC(=O)C1Sc1ccc(Cl)cc1 (configuration not stated)	91	14	93	-2	-0.8	8	1.1	0	-0.4	-5
CCc1ccc(Cn2nnc(C(=O)NCc3ccccc3OC)c2N)cc1	93	17	100	1	-0.3	0	1.8	-7	-0.1	-7
CCc1ccccc1NS(=O)(=O)c1ccc2[nH]cc(C(=O)NCc3ccco3)c(=O)c2c1	91	15	99	-1	-1.3	1	0.79	12	-0.3	1
COc1ccc(NC(=S)Nc2cccc(C(C)=O)c2)cc1OC	80	30	97	-20	-0.2	3	1.8	-7	-0.4	-1
Cc1nc(Cc2nnc(SCc3nc(N)nc(Nc4ccccc4C)n3)o2)cs1	97	7	103	-4	-0.4	-3	0.66	11	-0.1	-2
CCOC(=O)N1CCN(CC(=O)Nc2c(C(=O)OC)[nH]c3cccc(Cl)c23)CC1	100	6	91	1	0.4	9	0.66	-13	-0.3	1
Oc1ccc(N2CCN(c3nnnn3-c3ccccc3)CC2)cc1	101	-2	99	3	-1.8	2	1.3	27	-0.4	-5
O=C(CSc1nnc(-c2ccncc2)o1)N1CCc2ccccc2C1	94	11	102	2	-0.4	-2	0.93	33	-0.4	-6
Nc1nc(-c2ccccc2)cn1N	105	-1	112	-18	-3.6	-13	1.3	25	0.0	-4
CCOc1c(Br)cc(C(N)=O)cc1OCc1ccccc1	98	6	104	1	0.0	-4	1	0	0.0	2
CCCc1nnc(NC(=O)CCC(=O)N2CCN(CCOc3ccc(C)cc3)CC2)s1	62	50*	91	-13	2.2	10	0.74	12	0.0	-2
O=C(O)C1C2C=CC(O2)C1C(=O)NC1CCCc2ccccc21 (configuration not stated)	101	2	102	2	1.4	-2	1.2	6	-0.4	3
Cc1ccc(OCCCCn2cnc3ccccc32)c(C)c1	74	32	87	-8	0.1	16	1.3	30	-0.3	0
Cc1ccc(NC(=O)C(=O)NNC(=O)c2cccs2)cc1	96	9	114	-6	-0.4	-13	1.4	14	-0.2	10*
Cc1cccc(C(=O)Nc2ccc(N3CCN(S(C)(=O)=O)CC3)cc2)c1	111	-6	128	4	0.8	-30	1.4	44	0.2	-4
CS(=O)(=O)N1CC(C(=O)O)Oc2ccc(CC(=O)O)cc21 (configuration not stated)	102	6	98	-10	-0.5	0	1.1	18	-0.3	-4
Cc1cc(C)nc(SCC(=O)N/N=C/C=C/c2ccccc2)n1	91	13	104	18	0.2	-4	0.96	9	-0.4	-8

Bioassay records: PubChem BioAssay, several laboratories
